Source: PubChem (National Center for Advancing Translational Sciences (NCATS))
TrxR1 inh = qHTS Assay for Inhibitors of Mammalian Selenoprotein Thioredoxin Reductase 1 (TrxR1): qHTS; recombinant rTrxR1, NADPH fluorescence consumption, selenite substrate; Potency, µM (doses to about 114 µM), inactives show top-dose activity change, negative = inhibition, actives largely listed as inhibitors; 390,000 compounds, 1% hits; AID 588453, 2011; note: potency is the fitted concentration of half-maximal effect; % is set by controls: 0 for no effect and ±100 for the full control effect; nearly all actives have a fitted effect of over 65% in size
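Rat TrxR1 (90 nM in the dispensed reagent) was pre-reduced with 400 uM NADPH for 5 min at room temperature, then incubated with compound for 15 min. After 400 uM selenite was added, NADPH fluorescence (Ex 340/Em 450 nm) was followed for 8 min.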
mIDH1 inhibitor = qHTS for Inhibitors of mutant isocitrate dehydrogenase 1 (IDH1): qHTS; Isocitrate dehydrogenase [NADP] cytoplasmic (Homo sapiens), O75874; IDH1-R132H enzyme, NADPH consumption, diaphorase/resazurin fluorescence; Potency, µM (doses to about 76.6 µM), inactives show at the top dose activity change, negative = inhibition, usual class: inhibitors; 390,000 compounds, 0.093% hits; AID 602179, 2012; note: potency is the fitted concentration of half-maximal effect; % is set by controls: 0 for no effect and ±100 for the full control effect; nearly all actives have a fitted effect of over 65% in size
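IDH1-R132H (0.5 ug/mL) preincubated 30 min with compound, then NADPH (0.016 mM) and alpha-KG (2 mM) added; 80 min at RT, pH 7.5. Remaining NADPH coupled via diaphorase/resazurin to fluorescence (540/590 nm); concentration-response curves normalized to no-enzyme control.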
USP1 inh = Inhibitors of USP1/UAF1: Primary Screen; Ubiquitin carboxyl-terminal hydrolase 1 (Homo sapiens), O94782; recombinant USP1/UAF1, Ub-Rhodamine cleavage fluorescence; Potency, µM (highest dose often 57.1 µM), for inactives: top-dose activity change, negative = inhibition, hits mostly inhibitors; 390,000 compounds, 0.23% hits; AID 743255, 2014; note: potency is the fitted concentration of half-maximal effect; % is set by controls: 0 for no effect and ±100 for the full control effect; nearly all actives have a fitted effect of over 60% in size; inactives centre near -12
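In this screen, compounds sit with the deubiquitinase complex (1nM) for 15 min at room temperature before Ub-Rho is added at 150nM final. Fluorescence rise is then followed for 6 reads every 60 seconds.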
PI4K2A inh = qHTS for small molecular inhibitors of PI4K2A; Phosphatidylinositol 4-kinase type 2-alpha (Homo sapiens), Q9BTU6; purified PI4K2A, ADP-Glo luminescence, 1 h; stronger effect = lower value; activity change, negative = inhibition, % at 76.9 µM; 420,000 compounds, 0.13% hits; AID 1346378, 2018; in the data active = activity change below about -50%; inconclusive = mostly about -30% to -49%;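 note: -100% = wells without enzyme as full effect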
Target sequence (Q9BTU6 whole entry, looked up): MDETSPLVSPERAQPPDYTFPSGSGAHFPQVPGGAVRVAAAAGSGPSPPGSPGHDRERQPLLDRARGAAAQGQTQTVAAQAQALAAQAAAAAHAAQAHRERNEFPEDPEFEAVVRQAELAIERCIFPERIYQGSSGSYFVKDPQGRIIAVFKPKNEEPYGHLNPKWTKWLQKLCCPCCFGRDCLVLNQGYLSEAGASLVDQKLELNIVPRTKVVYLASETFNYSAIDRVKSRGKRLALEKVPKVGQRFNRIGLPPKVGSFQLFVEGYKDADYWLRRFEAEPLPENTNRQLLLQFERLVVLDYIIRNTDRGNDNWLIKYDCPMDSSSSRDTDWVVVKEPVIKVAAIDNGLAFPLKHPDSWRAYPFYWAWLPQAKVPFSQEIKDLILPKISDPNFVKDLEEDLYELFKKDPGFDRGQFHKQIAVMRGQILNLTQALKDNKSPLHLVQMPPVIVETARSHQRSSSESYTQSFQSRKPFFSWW
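Compounds are screened against recombinant PI4K2A using PI as substrate and ATP, the latter dispensed at 300 microM. Reactions run one hour at ambient temperature before ADP-Glo detection; full inhibition defined by wells lacking enzyme.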
TRHR agonist = qHTS for Small Molecule Agonists and Allosteric Enhancers of Human TRH Receptor: Primary Screen for Agonists | activation, % at 2 µM | TRHR cells, calcium flux fluo-8, FDSS agonist mode | Thyrotropin-releasing hormone receptor (Homo sapiens), P34981 | 360,000 compounds, 0.18% hits; in the data active = activation above about 30%; note: 0% is about no effect
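TRHR-expressing cells loaded with fluo-8 calcium dye; 23 nL library compound pin-transferred, kinetic FDSS fluorescence (Ex 480/Em 530) recorded about 180 s for agonist-induced calcium release, before a 10 nM TRH EC20 addition for potentiator mode.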
TrxR1 substrate = qHTS Assay for Substrates of Mammalian Selenoprotein Thioredoxin Reductase 1 (TrxR1): qHTS. AID 588456, 2011. purified TrxR1 substrate turnover, NADPH consumption readout. 390,000 compounds, 0.01% hits. Thioredoxin reductase 1, cytoplasmic (Rattus norvegicus), O89049. Potency, µM (top dose mostly 114 µM), for the others: at the top dose activity change, negative = substrate turnover; note: potency is the fitted concentration of half-maximal effect; % is set by controls: 0 for no effect and ±100 for the full control effect; nearly all actives have a fitted effect of over 50% in size
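Rat TrxR1, dispensed at 90 nM, was prereduced with 400 uM NADPH (final) for 5 min at ~22 deg C, then incubated with compound 15 min before 400 uM selenite. A first-read NADPH fluorescence drop versus no-compound background flagged substrates.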
D2 antagonist = HTS Assay for Allosteric Antagonists of the Human D2 Dopamine Receptor: Primary Screen for Antagonists; D(2) dopamine receptor (Homo sapiens), P14416; HEK293 TREx D2 cells, calcium flux, dopamine EC80; inhibition, % at 10 µM; 340,000 compounds, 2% hits; in the data active = inhibition above about 30%; note: 0% is about no effect
Target sequence (P14416 whole entry, looked up): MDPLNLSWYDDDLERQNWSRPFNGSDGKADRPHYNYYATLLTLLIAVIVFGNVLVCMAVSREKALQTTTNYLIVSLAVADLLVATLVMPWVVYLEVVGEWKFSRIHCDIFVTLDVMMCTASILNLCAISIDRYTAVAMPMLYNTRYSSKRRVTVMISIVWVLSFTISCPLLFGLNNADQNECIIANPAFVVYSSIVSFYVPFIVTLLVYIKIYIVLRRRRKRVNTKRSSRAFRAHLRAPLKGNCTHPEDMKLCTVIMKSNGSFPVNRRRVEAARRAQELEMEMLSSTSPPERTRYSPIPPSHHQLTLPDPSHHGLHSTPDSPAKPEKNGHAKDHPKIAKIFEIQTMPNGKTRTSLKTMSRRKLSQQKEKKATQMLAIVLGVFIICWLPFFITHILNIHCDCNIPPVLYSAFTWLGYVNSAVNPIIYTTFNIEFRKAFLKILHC
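Tetracycline-induced HEK293 TREx cells expressing D2 receptor forced-coupled to calcium signalling, loaded with no-wash calcium dye. Compounds added and calcium flux read 180 s, then dopamine added at EC80 and read a further 180 s.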
D2 ag = HTS Assay for Allosteric Agonists of the Human D2 Dopamine Receptor: Primary Screen for Agonists. HEK293 T-REx D2 cells, calcium flux agonist mode. activation, % at 2 µM. 340,000 compounds, 0.53% hits;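 active = activation over 3 SD above normal in the single-dose calcium agonist read, cut at about 30% in these data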; note: 0% is about no effect
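HEK293 Trex D2 cells, tetracycline-induced, o/n 30 C 5% CO2; no-wash Ca dye, RT 30–90 min; 10-cycle baseline, 23 nl cpd added, kinetic Ca read 180 s; agonist hits = positive Ca response.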
TRHR enhancer = qHTS for Small Molecule Agonists and Allosteric Enhancers of Human TRH Receptor: Primary Screen for Enhancers | Thyrotropin-releasing hormone receptor (Homo sapiens), P34981 | TRHR cells, fluo-8 calcium fluorescence, EC20 TRH enhancement | enhancement, % at 2 µM | 360,000 compounds, 0.66% hits; in the data active = enhancement above about 30%; note: 0% is about no effect
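Enhancer read-out: after compound pinning and an initial kinetic agonist-mode read, an EC20 of TRH (10 nM final) was injected and fluo-8 calcium signal (Ex 480/Em 530) followed at 1 s/cycle for 100 cycles in TRHR-expressing cells.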
* marks the source's active call; other numbers are inactive results; [ ] = dose if it differs, or a comment. Unless noted, calls come from the whole dose curve; as a rule, active = well fitted inhibition curve with a large enough effect; inconclusive = small, poorly fitted or top-dose-only effect; inactive = no such curve, though single readings can be large or run the other way.

`COc1ccc(CNC(=O)C2CCN(C(=O)c3cccc(Cl)c3)CC2)cc1` gave TrxR1 inh inconclusive, mIDH1 inhibitor 3%, USP1 inh -8%, PI4K2A inh 4, TRHR agonist -1.3, TrxR1 substrate -15%, D2 antagonist 1, D2 ag -0.5 and TRHR enhancer -10.
`O=C(NCCCN1CCN(c2ccccc2F)CC1)c1cc2c(Cl)nc3ccccc3c2s1` gave TrxR1 inh 20%, mIDH1 inhibitor -4%, USP1 inh inconclusive, PI4K2A inh -5, TRHR agonist 0.1, TrxR1 substrate 1% and TRHR enhancer 13.
O=C(CS(=O)(=O)c1c[nH]c2ccccc12)N1CCCCC1 was read as TrxR1 inh 36%[activator][57.1 µM], mIDH1 inhibitor 3%, USP1 inh -4%, PI4K2A inh -10, TRHR agonist 0.0, TrxR1 substrate 4%[57.1 µM], D2 antagonist 6, D2 ag 0.2 and TRHR enhancer 1.
For Cc1ccc(CSCc2ccc(C(=O)NC3CC3)o2)cc1 the results were TrxR1 inh -2%, mIDH1 inhibitor -6%, USP1 inh -22%, PI4K2A inh -2, TRHR agonist -0.8, TrxR1 substrate -4%, D2 antagonist 17, D2 ag 0.0 and TRHR enhancer 9.
`CN(CC(=O)Nc1ccccc1Cl)C(=O)c1ccc(Cl)c(S(=O)(=O)N2CCCCCC2)c1` gave TrxR1 inh 12%[57.1 µM], mIDH1 inhibitor 1%, USP1 inh -12%, PI4K2A inh 2 and TrxR1 substrate -2%[2.29 µM].
`CCCCn1c(SCC(=O)Nc2ccc(C)c(S(=O)(=O)N3CCOCC3)c2)nnc1C(CC)N(C)C` (stereo not given) gave TrxR1 inh 20%, mIDH1 inhibitor 6%, USP1 inh -3%, PI4K2A inh -7, TRHR agonist 0.7, TrxR1 substrate 11%, D2 antagonist -18, D2 ag 0.3 and TRHR enhancer -1.
CCN(C(=O)CSc1nc2ccccc2n1C)C1CCS(=O)(=O)C1 (stereo not given) was read as TrxR1 inh 32%, mIDH1 inhibitor -6%, USP1 inh -14%, PI4K2A inh 4, TRHR agonist 1.3, TrxR1 substrate 0%, D2 antagonist -2, D2 ag 0.2 and TRHR enhancer -6.
For CN(C)c1ccc(-c2sc(Nc3ccccc3)n[n+]2-c2ccc(F)cc2)cc1 the results were TrxR1 inh 13%, mIDH1 inhibitor -2%, USP1 inh -26%, PI4K2A inh 0, TRHR agonist -2.0, TrxR1 substrate -4%, D2 antagonist -16, D2 ag 0.2 and TRHR enhancer 20.
Screening Nc1ccc2nc(C(F)(F)F)[nH]c2c1 returned TrxR1 inh -2%, mIDH1 inhibitor -3%, USP1 inh -11%, PI4K2A inh 0, TRHR agonist 0.6, TrxR1 substrate 0%, D2 antagonist 5, D2 ag 0.1 and TRHR enhancer 2.
For O=C(Nc1ccccc1N1CCOCC1)C1CCCO1 (stereo not given) the results were TrxR1 inh -4%, mIDH1 inhibitor 8%, USP1 inh -3%, PI4K2A inh 2 and TrxR1 substrate -2%.
For CC(C)c1ccc(NC(=O)CCNC(=O)N2CC(=O)Nc3ccccc32)cc1 the results were TrxR1 inh 20%, mIDH1 inhibitor 8%, USP1 inh -19%, PI4K2A inh -10, TRHR agonist -0.2, TrxR1 substrate 5%, D2 antagonist 28, D2 ag -1.0 and TRHR enhancer 3.
`CC(=O)Nc1ccc(NS(=O)(=O)c2ccccc2)c2ccccc12` gave TrxR1 inh 32%, mIDH1 inhibitor 0%, USP1 inh -11%, PI4K2A inh -1, TRHR agonist -0.5, TrxR1 substrate 4%, D2 antagonist -9, D2 ag -2.5 and TRHR enhancer 4.
`Cc1cc(NC(=O)COC(=O)[C@H](C)NC(=O)c2ccccc2)no1` gave TrxR1 inh -7%, mIDH1 inhibitor 3%, USP1 inh -8%, PI4K2A inh 6, TRHR agonist 0.9, TrxR1 substrate -8%, D2 antagonist -8, D2 ag 0.3 and TRHR enhancer 7.
Screening Cn1c(-c2cccs2)nc2ccccc21 returned TrxR1 inh 17%[57.1 µM], mIDH1 inhibitor 5%, USP1 inh -1%, PI4K2A inh -4, TRHR agonist -0.4, TrxR1 substrate 80%[activator][57.1 µM], D2 antagonist -10, D2 ag 0.5 and TRHR enhancer -3.
`COc1ccc(CN2CCN(Cc3ccon3)CC2CCO)c(C)c1C` (stereo not given) gave TrxR1 inh 9%, mIDH1 inhibitor -2%, USP1 inh -30%, PI4K2A inh 1, TRHR agonist -0.3, TrxR1 substrate 0%, D2 antagonist -4, D2 ag 0.4 and TRHR enhancer 0.
Screening CC[C@H]1C(Nc2ccccc2)C[C@@H]2CCN3C(=O)CC[C@H]1[C@H]23 (stereo not given in full) returned TrxR1 inh 17%, mIDH1 inhibitor -2%, USP1 inh -23%, PI4K2A inh 4 and TrxR1 substrate -1%.
Screening CC(C)c1ccc(-c2noc(C3CCCN(S(C)(=O)=O)C3)n2)cc1 (stereo not given) returned TrxR1 inh -1%, mIDH1 inhibitor 6%, USP1 inh -13%, PI4K2A inh 5, TRHR agonist -0.3, TrxR1 substrate -5%, D2 antagonist -10, D2 ag 0.8 and TRHR enhancer -1.
Screening COc1ccc(C(C)(C)C)cc1NC(=O)CSc1ncn[nH]1 returned TrxR1 inh 5%[57.1 µM], mIDH1 inhibitor -9%, USP1 inh -13%, PI4K2A inh -2, TRHR agonist -0.4, TrxR1 substrate -2%[57.1 µM], D2 antagonist -8, D2 ag 1.2 and TRHR enhancer -3.
For Cc1ccc(NS(=O)(=O)c2ccc(C(=O)NCCCN3CCCC3=O)cc2)cc1 the results were TrxR1 inh -12%, mIDH1 inhibitor -7%, USP1 inh 0%, PI4K2A inh 3, TRHR agonist -0.5, TrxR1 substrate -16%, D2 antagonist 0, D2 ag -0.1 and TRHR enhancer 0.
`CC1(c2ccccc2)NC(=O)N(CC(=O)Nc2ccc(C(N)=O)cc2)C1=O` (stereo not given) gave TrxR1 inh 19%, mIDH1 inhibitor 2%, USP1 inh inconclusive, PI4K2A inh 2, TRHR agonist 0.8, TrxR1 substrate 6%, D2 antagonist -4, D2 ag 3.0 and TRHR enhancer 3.
Screening COCCNC(=O)c1c[nH]c2ccc(S(=O)(=O)N3CCC4(CC3)OCCO4)cc2c1=O returned TrxR1 inh -1%, mIDH1 inhibitor 3%, USP1 inh -13%, PI4K2A inh -1, TRHR agonist 0.5, TrxR1 substrate 19%, D2 antagonist -26, D2 ag 0.3 and TRHR enhancer -1.
For CCOc1ccc(S(=O)(=O)NCC(c2cccs2)S(=O)(=O)c2ccc(C)cc2)cc1 (stereo not given) the results were TrxR1 inh 0.89µM*, mIDH1 inhibitor 5%, USP1 inh -23%, PI4K2A inh 17, TRHR agonist 0.1, TrxR1 substrate 0%[57.1 µM], D2 ag -0.9 and TRHR enhancer -3.
Screening O=C(Nc1cccc2ncccc12)c1ccc(-c2ccc(Cl)cc2Cl)o1 returned TrxR1 inh -4%[57.1 µM], mIDH1 inhibitor 0%, USP1 inh -8%, PI4K2A inh 2, TRHR agonist 0.5, TrxR1 substrate 2%[57.1 µM] and TRHR enhancer 10.
Cc1ccccc1OCCC(=O)OCC(=O)NCCNC(=O)COC(=O)CCOc1ccccc1C was read as TrxR1 inh -4%[57.1 µM], mIDH1 inhibitor 0%, USP1 inh -5%, PI4K2A inh -2, TRHR agonist 0.0, TrxR1 substrate -5%[57.1 µM], D2 antagonist -13, D2 ag 0.0 and TRHR enhancer -2.
For O=C(COC(=O)C1CC(=O)N(C2CCCCC2)C1)c1ccc(F)cc1 (stereo not given) the results were TrxR1 inh 2%[57.1 µM], mIDH1 inhibitor -4%, USP1 inh -13%, PI4K2A inh -1, TRHR agonist 0.2, TrxR1 substrate 6%[57.1 µM], D2 antagonist -9, D2 ag -1.8 and TRHR enhancer -1.
Screening O=C(Cc1cc(=O)[nH][nH]1)N/N=C/c1ccccc1[N+](=O)[O-] returned TrxR1 inh -13%, mIDH1 inhibitor 4%, USP1 inh -8%, PI4K2A inh -1, TRHR agonist 0.3, TrxR1 substrate -12%, D2 antagonist 11, D2 ag 1.4 and TRHR enhancer -4.
CC1CCCCC1NC(=O)C1CCCN(S(=O)(=O)c2ccc(-n3cnnn3)cc2)C1 (stereo not given) was read as TrxR1 inh 12%[57.1 µM], mIDH1 inhibitor 2%, USP1 inh -10%, PI4K2A inh -2, TRHR agonist -0.9, TrxR1 substrate 7%[57.1 µM], D2 antagonist 16, D2 ag 0.1 and TRHR enhancer -3.
